# Screening data as filed in PubChem.
# CRFBP-R2 block – antagonists of CRF-BP/CRF-R2 complex, primary screen, cell-based, HEK293, calcium dye fluorescence, uHTS; actives 0.59% (n = 350,000); CRF-induced calcium fluorescence; AID 588475, 2011; inhibition, % at 11.8 µM;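 active = inhibition of the ligand-induced calcium signal above about 50% at the single tested concentration, limit read from the data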
# CHRM4 PAM – human M4 muscarinic receptor positive allosteric modulators, primary screen, CHO-K1 cells, Fluo-8 calcium fluorescence. Muscarinic acetylcholine receptor M4 (Homo sapiens), P08173. CHO-K1 hM4/Gqi5, ACh EC20; 0% = ACh EC20, 100% = maximal ACh. activation, % at 3 µM. actives 0.4% (n = 360,000);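 active = activation above its plate's cutoff, the mean activation of sample wells plus 3 SD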; also: some results filed as inactive read as strong as hits
# Target sequence (P08173 whole entry, looked up): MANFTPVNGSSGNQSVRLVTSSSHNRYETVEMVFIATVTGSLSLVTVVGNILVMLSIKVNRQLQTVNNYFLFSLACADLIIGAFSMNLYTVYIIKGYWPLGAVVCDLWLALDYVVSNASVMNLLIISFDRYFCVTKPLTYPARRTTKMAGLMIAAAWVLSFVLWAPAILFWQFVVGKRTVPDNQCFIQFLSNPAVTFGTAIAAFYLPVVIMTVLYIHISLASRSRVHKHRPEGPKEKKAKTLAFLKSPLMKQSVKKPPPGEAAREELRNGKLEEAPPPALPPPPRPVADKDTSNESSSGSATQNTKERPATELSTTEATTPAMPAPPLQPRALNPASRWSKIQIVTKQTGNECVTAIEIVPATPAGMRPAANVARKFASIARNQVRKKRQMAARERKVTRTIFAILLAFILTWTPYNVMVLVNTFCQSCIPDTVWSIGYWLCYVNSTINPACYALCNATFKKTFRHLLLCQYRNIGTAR
# CHRM5 PAM – human M5 muscarinic receptor positive allosteric modulators, primary screen, CHO-K1 cells, Fluo-8 calcium fluorescence; Muscarinic acetylcholine receptor M5 (Homo sapiens), P08912; activation, % at 3 µM; CHO-K1 hM5, ACh EC20 PAM; 0% = ACh EC20, 100% = ACh EC100; actives 0.3% (n = 360,000);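 active = activation above the run cutoff, the mean activation of all test compounds plus 3 SD, cut at about 18% in these data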
# Target sequence (P08912 whole entry, looked up): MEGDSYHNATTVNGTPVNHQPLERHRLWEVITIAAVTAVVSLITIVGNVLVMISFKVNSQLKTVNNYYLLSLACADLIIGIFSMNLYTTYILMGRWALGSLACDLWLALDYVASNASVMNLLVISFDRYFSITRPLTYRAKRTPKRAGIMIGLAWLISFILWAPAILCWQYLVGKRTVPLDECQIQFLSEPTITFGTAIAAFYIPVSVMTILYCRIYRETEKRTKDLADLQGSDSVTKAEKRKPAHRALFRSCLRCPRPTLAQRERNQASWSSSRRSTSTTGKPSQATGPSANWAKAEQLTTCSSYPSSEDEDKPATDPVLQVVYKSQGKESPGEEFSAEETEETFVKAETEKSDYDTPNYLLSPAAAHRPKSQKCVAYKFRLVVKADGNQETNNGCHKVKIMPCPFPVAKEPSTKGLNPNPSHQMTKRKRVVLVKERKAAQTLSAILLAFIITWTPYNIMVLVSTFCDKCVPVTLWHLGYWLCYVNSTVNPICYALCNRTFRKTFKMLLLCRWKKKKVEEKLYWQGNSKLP
#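 System: CHO-K1 cell line with stable human muscarinic M5 receptor expression | Also added: EC20 acetylcholine as agonist stimulus | Compound: One concentration, 3 µM final (nominal) | Timing: Fluo-8 loading 80 min at 37 °C plus 30 min room temperature | Measured by: Fluo-8 calcium dye fluorescence, kinetic read | Read-out basis: % activation, ACh-normalized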
# M1 PAM parental – nonselective calcium activators in parental CHO-K1 cells, primary screen, counter-screen for M1 PAM project, cell-based, Fluo-8 calcium fluorescence, full deck, 1536-well. ATP EC20; 0% at ATP EC20, 100% at ATP max. activation, % at 3 µM. actives 0.02% (n = 360,000);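 active = activation above the run cutoff, the mean activation of all test compounds plus 3 SD, cut at about 40% in these data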;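 also: peak over basal fluorescence ratio in a 140 s read after ATP addition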
# TAAR1 agonist – human TAAR1 agonists, primary screen, Fluo-8 calcium fluorescence, CHO RD-HGA16 cells | actives 0.99% (n = 360,000) | Trace amine-associated receptor 1 (Homo sapiens), Q96RJ0 | activation, % at 3 µM | AID 624467, 2012 | vehicle wells 0%, saturating PEA agonist 100%;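 active = activation above the mean activation of all test compounds in the run plus 3 SD, cut at about 38% in these data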
#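 Test system: RD-HGA16 (CHO) cells co-expressing Gα16 and hTAAR1 / Benchmarks: DMSO vehicle as 0%, PEA at EC100 as 100% / Repeats: no replicates (n 1) / Measure: % activation from peak over basal fluorescence ratio, DMSO-to-PEA scaled / Timing: 17-24 h plating, Fluo-8 75 min 37 °C, 30 min RT / Technique: kinetic Fluo-8 calcium fluorescence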
# M5 antag – human M5 muscarinic receptor antagonists, primary screen, CHO cells, Fluo-8 calcium fluorescence; Muscarinic acetylcholine receptor M5 (Homo sapiens), P08912; CHO-hM5 cells, ACh EC80; inhibition, % at 3 µM; actives 0.59% (n = 360,000); AID 624040, 2012;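 active = inhibition above a per-plate cutoff, the mean of that plate's test compounds plus 3 SD, cut at about 27% in these data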;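 also: 0% = acetylcholine EC80 with DMSO and 100% = DMSO without agonist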
# TAAR1 antagonist – human TAAR1 antagonists, primary screen, Fluo-8 calcium fluorescence, CHO RD-HGA16 cells | Trace amine-associated receptor 1 (Homo sapiens), Q96RJ0 | actives 1.5% (n = 360,000) | antagonist | inhibition, % at 3 µM;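 active = inhibition above a per-plate cutoff, the mean inhibition of test compounds on that plate plus 3 SD, cut at about 49% in these data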;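 also: 0% = DMSO plus EC80 beta-PEA response and 100% = DMSO alone without agonist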
#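 Material: RD-HGA16 CHO cells with stable hTAAR1 and Gα16; Dosing: single nominal final test compound concentration of 3 µM; Schedule: seeding 17-24 h prior, 75-min 37 °C, 30-min RT dye loading; Detection: kinetic Fluo-8 calcium fluorescence measurement; Measure: % inhibition from peak post-agonist over basal fluorescence ratio; Benchmarks: vehicle and agonist controls.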
# CRFR2-BP ag – agonists of CRF-BP/CRF-R2 complex, primary screen, cell-based, HEK293, calcium dye fluorescence, uHTS. calcium dye fluorescence (FLIPR); percent of saturating CRF peptide response. activation, % at 13.2 µM. actives 0.46% (n = 350,000);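 active = activation of at least 50%, plus an integration ratio under a set limit after plate pattern correction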;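 also: plate controls were neutral control wells without compound for no effect and CRF at EC100 for full effect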
# M5 ag – human M5 muscarinic receptor agonists, primary screen, CHO-K1 cells, Fluo-8 calcium fluorescence | AID 624037, 2012 | CHO-K1 hM5 cells; 0% DMSO wells, 100% maximal acetylcholine response | activation, % at 3 µM | actives 0.19% (n = 360,000);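 active = activation above the run's mean over test compounds plus 3 SD, cut at about 23% in these data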;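 also: signal is peak over basal fluorescence ratio across the kinetic read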
# Numbers without * were called inactive; i = inactive; . = not tested or not shown. Not all compounds are listed; rates above refer to the full screens.
molecule	CRFBP-R2 block	CHRM4 PAM	CHRM5 PAM	M1 PAM parental	TAAR1 agonist	M5 antag	TAAR1 antagonist	CRFR2-BP ag	M5 ag
CCC(=O)CC(c1ccc([N+](=O)[O-])cc1)c1c(O)c2ccccc2oc1=O (configuration not stated)	29	2	5	10	0	14	3	-2.2	-1
COCc1c(CN)cnc(C)c1N	5	-2	1	1	3	5	-14	-0.5	1
COc1ccc(CCNC(=O)COC(=O)Cc2ccccc2)cc1	-9	7	2	16	3	3	-28	-2.3	-3
COc1cc2c3cc1Oc1cc(ccc1O)C[C@@H]1c4c(cc(OC)c(O)c4Oc4ccc(cc4)C[C@H]3N(C)CC2)CCN1C	-39	-2	-1	0	2	-3	1	-0.6	1
CCOCCN1CCN(c2nnc3n2-c2ccc(Cl)cc2C(c2ccccc2Cl)=NC3)CC1	-25	1	0	15	12	8	-18	-0.7	0
C[C@]12C=CC(=O)C=C1CC[C@@H]1[C@@H]2CC[C@]2(C)C(=O)CC[C@@H]12	7	0	4	11	1	2	10	-0.8	0
CCOc1ccc(N=Cc2c(O)n(Cc3ccccc3)c(=S)[nH]c2=O)cc1	-16	5	6	4	9	2	-3	11	-2
COC(=O)C1=C(c2ccc(-c3ccccc3)c(F)c2)C[C@@H]2CC[C@H]1N2C(=O)NC1CC1	4	-4	-4	5	7	6	-12	-0.1	-6
Cc1cccc(CN(C)C)c1OC(=O)N(C)C	12	13	4	19	21	13	-7	0.4	-2
C=C(C)[C@H]1CN[C@H](C(=O)O)[C@H]1CC(=O)O	-5	7	0	15	0	-7	4	-1.0	1
O=C(COC(=O)Cc1ccccc1)NC12CC3CC(CC(C3)C1)C2	-3	9	7	-1	23	0	-9	-0.3	-1
CN1CC(C(=O)c2ccccc2)C(C(=O)c2ccccc2)C1 (configuration not stated)	4	-2	-2	6	1	-6	-9	2.4	-11
CCOC(=O)[C@]12Cc3cc(C)ccc3[C@H]1N(C)C(=O)c1ccccc12	.	6	3	-8	0	-7	3	.	-2
O=C(c1ccc(C(F)(F)F)cc1)C1CCCN(Cc2ccncc2)C1 (configuration not stated)	31	-8	-16	4	1	22	-4	-3.9	-7
Cc1ccc(N2C(=O)NC(=O)C(CCc3ccncc3)(Cc3cccc(Cl)c3Cl)C2=O)cc1 (configuration not stated)	-40	6	1	21	0	-2	-11	-1.3	-1
CC(C)(C)[C@]1(O)C[C@@H]2OC(=O)C[C@@]23C(=O)O[C@@H]2OC(=O)[C@@H](O)C213 (some centres not stated)	-4	7	8	10	0	7	22	1.4	2
COCCNC(=S)N1Cc2ccccc2-n2nncc2C1	3	3	-4	17	1	2	0	27	1
C1=NCCCN2CCCCC12 (configuration not stated)	3	10	3	17	1	-2	8	-2.5	1
Cc1cc(-c2ccccc2)cc(C)[n+]1Cc1ccccc1	8	10	9	21	8	0	3	-1.2	-10
CCN(CC)c1ccc(N=Cc2c(O)n(CCC3=CCCCC3)c(=O)[nH]c2=O)cc1	-132	1	1	7	8	-3	-14	115*	2
O=[N+]([O-])c1cccc2c([N+](=O)[O-])cccc12	-5	8	7	11	1	3	-7	-2.8	-1
Cc1ccc(-c2nn(Cc3ccccc3)cc2C=O)cc1	-6	10	-8	2	0	14	-18	-0.3	-4
Cc1cc(NC(=O)CCl)on1	-8	4	2	8	0	0	4	-1.5	3
COC(=O)C1C2c3ccccc3C(c3ccccc32)C1C(=O)OC (configuration not stated)	16	-2	3	16	2	5	-11	-0.2	-3
C[N+]12CCC(CC1)C(=C(c1ccccc1)c1ccccc1)C2	42	-16	-19	21	4	99*	-14	-0.4	-9
C=CC(C)C(C(=O)c1ccccc1)N(C)C (configuration not stated)	22	-3	-2	12	6	8	9	1.5	-2
COc1ccc(-n2c(SC)nc3ccccc3c2=O)cc1	17	8	-6	15	9	8	4	0.5	0
OC12CCCCC1C(c1ccccc1)NCC2 (configuration not stated)	-24	0	-2	9	1	1	-3	1.5	1
Cc1sc2nc(COC(=O)Cc3ccccc3)[nH]c(=O)c2c1C	-2	1	-1	12	12	1	-15	0.5	3
CN(C)c1cc[n+](CC(O)C[n+]2ccc(N(C)C)cc2)cc1	1	-1	9	7	6	0	-15	0.1	0

# Given with two lines to a compound: entries from further up
# Order of values: CRFBP-R2 block | CHRM4 PAM | CHRM5 PAM | M1 PAM parental | TAAR1 agonist | M5 antag | TAAR1 antagonist | CRFR2-BP ag | M5 ag
OC12CCCCC1C(c1ccccc1)NCC2 (configuration not stated)
    -24 | 0 | -2 | 9 | 1 | 1 | -3 | 1.5 | 1
Cc1ccc(-c2nn(Cc3ccccc3)cc2C=O)cc1
    -6 | 10 | -8 | 2 | 0 | 14 | -18 | -0.3 | -4
O=C(c1ccc(C(F)(F)F)cc1)C1CCCN(Cc2ccncc2)C1 (configuration not stated)
    31 | -8 | -16 | 4 | 1 | 22 | -4 | -3.9 | -7
Cc1ccc(N2C(=O)NC(=O)C(CCc3ccncc3)(Cc3cccc(Cl)c3Cl)C2=O)cc1 (configuration not stated)
    -40 | 6 | 1 | 21 | 0 | -2 | -11 | -1.3 | -1
COC(=O)C1=C(c2ccc(-c3ccccc3)c(F)c2)C[C@@H]2CC[C@H]1N2C(=O)NC1CC1
    4 | -4 | -4 | 5 | 7 | 6 | -12 | -0.1 | -6
Cc1cc(NC(=O)CCl)on1
    -8 | 4 | 2 | 8 | 0 | 0 | 4 | -1.5 | 3

# (cont.)
molecule	CRFBP-R2 block	CHRM4 PAM	CHRM5 PAM	M1 PAM parental	TAAR1 agonist	M5 antag	TAAR1 antagonist	CRFR2-BP ag	M5 ag
Cc1ccc(/C=C2/C(=O)NC(=O)N(CCc3ccc(F)cc3)C2=O)o1	-44	2	5	22	39*	6	28	4.0	1
O=[N+]([O-])c1ccc(NCc2ccccc2)c2nonc12	i	.	.	.	954*	.	107*	493*	.
COc1ccc(C(=O)OC2CC3CCC(C2)[N+]3(C)[O-])cc1OC (configuration not stated)	6	4	1	5	5	3	-12	0.6	-3
O=C1OC(c2ccc(Br)cc2)=N/C1=C\N1CC2CC(C1)c1cccc(=O)n1C2 (configuration not stated)	23	-6	4	2	3	-1	-21	-1.4	-12
COc1cccc(CN2CCN(C(=O)COc3ccc4ccccc4c3)CC2)c1	-33	2	-6	6	10	1	8	2.0	-2
CCNc1nc2[nH]c(=O)c3c(c2s1)OC(N)=C(C#N)C3c1cccs1 (configuration not stated)	-57	16	1	5	13	6	-5	32	3
O=C1NC(=O)N(CCNc2ncc(C(F)(F)F)cc2Cl)C(=O)C1/C=N/OCc1c(F)cccc1Cl (configuration not stated)	62*	8	3	8	5	12	-9	-3.2	-2
CCC1(CC)C(=N)N(C)C(=O)NC1=O	21	5	1	26	0	-2	-2	0.5	1
Cc1cc(C)c(NC2=NCCS2)cc1C	-25	-1	-1	14	3	16	8	4.1	-9
CCCCSP1(=S)NCCCN1	7	-6	-1	17	6	-4	-8	2.6	-2
C[C@H](CO)N1C[C@H](C)[C@@H](CN(C)C(=O)Oc2cccc3ccccc23)OCc2cn(nn2)CCCC1=O	31	11	8	5	3	-13	-7	-0.1	-1
CC1CN(c2cc([N+](=O)[O-])ccc2Cl)CC(C)N1 (configuration not stated)	-15	0	4	-12	1	0	8	-1.5	-9
Cc1ccc(C(=O)Nc2ccc(-n3ccnc3P(=O)(O)c3ccccc3)cc2)cc1	24	7	1	9	1	6	2	-3.8	-2
O=c1[nH]c(=S)n(-c2ccccc2)c(O)c1/C=N/N1CCCCC1c1cccnc1 (configuration not stated)	-17	11	-2	14	6	3	-7	6.5	5
O=C(COc1ccc(S(=O)(=O)N2CCCCC2)cc1)N1CCN(Cc2ccccc2)CC1	-6	-7	1	0	11	4	-2	1.9	2
CCN1C[C@]2(CO)CC[C@H](OC)[C@@]34C2[C@H](OC)[C@@](O)(C13)[C@@]1(O)C[C@H](OC)[C@H]2C[C@@H]4[C@@H]1[C@H]2OC	28	-1	-8	-4	9	9	-17	-0.6	-3
CCC1(CC)C(=O)N(C)C(=O)NC1=NC	-11	4	5	20	1	2	-9	0.5	-2
C#CC[N+]1(C)[C@@H]2CC(OC(=O)C(CO)c3ccccc3)C[C@H]1C(O)C2 (some centres not stated)	-9	-16	-22	-16	4	98*	4	3.0	-9
CCC(=O)N1CC(=O)Nc2ccc(Cl)cc2C1c1ccc(F)cc1 (configuration not stated)	11	10	-1	15	6	-1	1	-0.4	-7
C#C[C@]1(O)CC[C@H]2[C@@H]3CCC4=Cc5nc6nc7ccccc7n6cc5C[C@]4(C)[C@H]3CC[C@@]21C	-27	-10	-10	-9	6	7	27	41	3
CCC(C)C(NC(=O)CCCNC(=O)CCC(=O)OC1O[C@H]2OC3(C)CC[C@H]4[C@H](C)CCC(C1C)C24OO3)C(=O)O (some centres not stated)	.	-3	-3	-15	9	6	-10	.	-2
COC(=O)C1C(O)C(C)C(O)C(C)/C=C\C=C(/C)C(=O)Nc2c(C)c(OC(C)=O)c3c(c2O)C(=O)C(C)=C2OCOC(=C23)/C(C)=C/C(C)(O)C(O)C(C)C1O (configuration not stated)	-8	-2	3	15	0	-3	-10	0.1	-5
C/C(=N\NC(=S)Nc1ccccc1)c1c(O)n(C)c(=O)n(C)c1=O	13	-3	-1	25	1	-3	-15	-0.6	-2
Cc1ccc(S(=O)(=O)N2CC2(C)CCl)cc1 (configuration not stated)	4	6	3	12	3	-2	-25	-1.5	0
O=c1cccc2n1CC1CC2CN(CC(O)CN2CC3CC(C2)c2cccc(=O)n2C3)C1 (configuration not stated)	7	2	5	17	1	4	-10	1.6	-2
O=[N+]([O-])c1cccc(CN2CC=C(c3ccc(F)cc3)CC2)c1	11	-9	-4	11	0	1	10	-0.5	-2
CN1CCN(c2ccc(N)c(N3CCN(C)CC3)c2)CC1	-19	11	4	4	10	-2	0	2.2	0
CN1C(=O)/C(=C/c2ccc(Cl)s2)C(=O)NC1=S	-29	1	-1	21	20	-12	21	1.9	7
